GLP1R cytotox: cytotoxicity counter-screen for GLP-1 receptor inverse agonists; HEK293 cAMP-luciferase reporter cells, luminescence, 24 h; Potency, µM (top dose mostly 38.3 µM), without a hit: at the top dose activity change, negative = inhibition, usual class: inhibitors; 410,000 tested, 0.13% active; AID 624418;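 note: loss of luciferase light is scored as toxicity; potency is the fitted concentration of half-maximal effect; % is set by controls: 0 for no effect and ±100 for the full control effect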
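MLSMR compounds, 24 hr on cells at 37 deg C/5% CO2; luminescence after luciferase reagent (12 min RT). Inhibition counted as the undesired cytotoxic outcome.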
TDP-43 yeast inh: rescues yeast growth from TDP-43 toxicity | TDP-43 expressing yeast growth rescue, BacTiter-Glo, 24 h | Potency, µM (top dose mostly 46.1 µM), inactives show top-dose growth rescue (activation), most hits filed as activators | 410,000 tested, 1.8% active; note: potency is the fitted concentration of half-maximal effect; % of control where 0% means no effect; nearly all actives have a fitted effect of over 50% in size
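Yeast cells expressing TDP-43 under galactose induction are exposed to compounds for 24 hr at 30 deg C. BacTiter-Glo luminescence measures growth, so protective compounds score as activators.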
GLP-1R agonist: activates the human GLP-1 receptor. HEK293 GLP-1R CRE-luciferase, luminescence, 4-6 h; cells express a hypersensitive GLP-1R form. 380,000 tested, 0.007% active. Potency, µM (series often up to 45.6 µM), inactives show at the highest dose activation, most hits filed as activators. P43220. AID 624172; note: potency is the fitted concentration of half-maximal effect; % of control where 0% means no effect
Target sequence (P43220 whole entry, looked up): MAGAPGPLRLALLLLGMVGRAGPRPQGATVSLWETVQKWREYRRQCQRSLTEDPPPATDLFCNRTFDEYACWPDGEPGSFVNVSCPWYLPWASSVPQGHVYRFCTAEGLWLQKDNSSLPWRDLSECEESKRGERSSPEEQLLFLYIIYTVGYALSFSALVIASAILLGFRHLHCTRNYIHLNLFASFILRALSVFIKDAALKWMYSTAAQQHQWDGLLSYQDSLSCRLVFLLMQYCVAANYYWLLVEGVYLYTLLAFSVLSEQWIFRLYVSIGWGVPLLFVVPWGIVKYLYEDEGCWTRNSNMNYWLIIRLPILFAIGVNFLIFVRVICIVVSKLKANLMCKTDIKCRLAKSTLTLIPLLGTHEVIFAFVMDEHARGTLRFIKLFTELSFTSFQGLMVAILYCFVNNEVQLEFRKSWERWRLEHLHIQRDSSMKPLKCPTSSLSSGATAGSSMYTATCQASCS
aSyn yeast inh: rescues yeast growth from alpha-synuclein toxicity. Yeast expressing alpha-synuclein, growth rescue, BacTiter-Glo, 24 h. Potency, µM (top dose mostly 46.1 µM), for inactives: at the top dose growth rescue (activation), most hits filed as activators. 370,000 tested, 0.14% active; note: potency is the fitted concentration of half-maximal effect; % of control where 0% means no effect; nearly all actives have a fitted effect of over 65% in size
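Screening used galactose-induced yeast with toxic alpha-synuclein levels, exposed to compound for 24 hr at 30 deg C. Cell growth, read with BacTiter-Glo luminescence, gave the measured signal.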
DRD3 antagonist: antagonists of human D3 dopamine receptor | AID 652054 | P35462 | 360,000 tested, 2.5% active | D3R cells, DiscoveRx beta-arrestin luminescence, antagonist mode; active compounds read low | max response, negative = inhibition, %; in the data active = max response below about -50%; inconclusive = no clear call, values can overlap the other calls; note: % is set by controls: 0 for no effect and ±100 for the full control effect; mostly tested at two doses, the higher about 12 µM
Target sequence (P35462 whole entry, looked up): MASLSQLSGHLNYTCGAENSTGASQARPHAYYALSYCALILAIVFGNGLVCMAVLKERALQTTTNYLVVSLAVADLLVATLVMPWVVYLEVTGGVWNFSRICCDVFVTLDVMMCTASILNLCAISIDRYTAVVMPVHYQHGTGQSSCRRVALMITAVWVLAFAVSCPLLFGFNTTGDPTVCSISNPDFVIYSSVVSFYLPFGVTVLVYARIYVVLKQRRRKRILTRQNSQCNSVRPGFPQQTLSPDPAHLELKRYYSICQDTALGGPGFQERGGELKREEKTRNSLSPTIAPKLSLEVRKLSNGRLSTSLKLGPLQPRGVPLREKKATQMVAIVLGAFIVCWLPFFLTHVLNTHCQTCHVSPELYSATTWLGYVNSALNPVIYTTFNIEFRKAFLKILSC
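Cells expressing the human receptor were seeded at 1500 cells/well, incubated overnight at 37 degrees C in 5% CO2, then exposed to library compounds with dopamine controls for 90 minutes at 37 degrees C before luminescent detection.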
PTHR1 agonist: activates the human parathyroid hormone receptor PTHR1. AID 743266. Potency, µM (top dose mostly 115 µM), without a hit: at the highest dose activation, hits mostly activators. HEK293 GP2 PTHR1 cells, GloSensor cAMP luminescence, 1 h. 410,000 tested, 0.075% active. Q03431; note: potency is the fitted concentration of half-maximal effect; nearly all actives have a fitted effect of over 55% in size; some results filed as inactive show a strong effect at the top dose; inactives centre near -15; many of its hits are not listed in these tables
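HEK-293-derived GP2 cells expressing PTHR1 and a GloSensor cAMP reporter, 3,000/well, plated overnight, given luciferin plus IBMX (each 0.5 mM as added) for 1 h at 37 °C, then compound for 1 h at 37 °C. Luminescence was read after 15 min at room temperature.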
GLP-1R inv ag: GLP-1 receptor (human) inverse agonism; P43220; 410,000 tested, 1.6% active; AID 624417; HEK293 GLP-1R CRE-luciferase, luminescence, 24 h; GLP-1R form is constitutively active; Potency, µM (titrated, usually from 38.3 µM), for inactives: top-dose activity change, negative = inhibition, usual class: inhibitors; note: potency is the fitted concentration of half-maximal effect; % is set by controls: 0 for no effect and ±100 for the full control effect; nearly all actives have a fitted effect of over 55% in size
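Luminescence readout: a drop in cAMP-driven luciferase signal flags inverse agonism at a constitutively active GLP-1R stably expressed in HEK293. Compound exposure lasted 24 hr at 37 deg C, 5% CO2.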
KB-V1 MDR tox: KB-V1 MDR subline cytotoxicity. KB-V1 MDR cells viability, CellTiter-Glo, 72 h. Potency, µM (titrated, usually from 46.1 µM), for the others: at the highest dose activity change, negative = cytotoxicity, usual class: cytotoxic. 400,000 tested, 3.4% active. AID 1347076; note: potency is the fitted concentration of half-maximal effect; % is set by controls: 0 for no effect and ±100 for the full control effect; nearly all actives have a fitted effect of over 60% in size
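Following 72 h at 37 degrees C with compound, KB-V1 cell viability was read by CellTiter-Glo luminescence, medium being phenol-red-free DMEM plus 10% FBS; concentration-response parameters came from normalized, curve-fitted qHTS data.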
D3 ag: D3 dopamine receptor (human) agonism. D3R DiscoveRx beta-arrestin cells, luminescence, 90 min. max activation, %. P35462. 410,000 tested, 0.58% active; in the data active = max activation above about 30%; note: 0% is about no effect; mostly tested at two doses, the higher about 12 µM
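Cells at 1500/well, incubated overnight, then treated with pinned compounds (dopamine as control) for 90 min at 37 degrees C. DiscoveRx reagent added for 30 - 60 minutes at room temperature; luminescence read.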
The depositor's hits bear a star; i = inactive; ? = inconclusive; nt = no result given; & = joins results of further samples; ! = not confirmed by another sample; [ ] = remark or other dose. Unless noted, calls come from the whole dose curve; as a rule, active = well fitted curve in the direction sought with a large enough effect; inconclusive = small, poorly fitted or top-dose-only effect, or another doubt; inactive = no such curve, though single readings can be large; an effect the other way counts as inactive or inconclusive. An excerpt (hit frequency here may not be typical).

SMILES,GLP1R cytotox,TDP-43 yeast inh,GLP-1R agonist,aSyn yeast inh,DRD3 antagonist,PTHR1 agonist,GLP-1R inv ag,KB-V1 MDR tox,D3 ag
O=c1[nH]c(Nc2ccccn2)cc2ccccc12,20%,6%,6%,-9%,0,i,6%,9%,3
CCN(CC)C(=O)COc1ccc(/C=N/NC(=O)c2cc(-c3ccccc3OC)nc3ccccc23)cc1OC,25%,-11%,18%,-4%,-11,i,26%,-12%,-16
C=CCN=c1scc(-c2ccccc2)n1/N=C/c1ccccn1,?,22µM*!,11%&10%,-21%&-24%,17&25,-32%&-48%[inhibitor],11µM*,7.3µM*!,-3&11
COC(=O)c1ccccc1-n1cccc1C(=O)NP(=O)(N1CCOCC1)N1CCOCC1,-7%,18%,3%,-11%,4,i,6%,-2%,-3
Cc1cccc(C(=O)NC(=S)NNC(=O)c2ccccc2Cl)c1,-18%,-40%[inhibitor],-2%,10µM*,2,-8%,-15%,?,4
O=C(Cc1ccccc1)NC(Nc1ccccc1)C(Cl)(Cl)Cl (stereo not drawn),-2%,21%,-11%,1%,-7,i,?,-1%,0
Clc1ccc(-c2cnnc(-c3ccccn3)n2)cc1,-14%,?,-2%,?,-16,-15%,-23%,-7%,2
CN(CC(=O)Nc1c(Cl)cccc1Cl)C(=O)CCC1CCCC1,1%,1%,-1%,3%,12,-21%,?,-4%,1
CN(C)c1ccc(P(=O)(Nc2cccc(C(F)(F)F)c2)N2CCOCC2)c(NC(=O)c2cccs2)c1 (stereo not drawn),-13%,-4%[0.397 µM],10%,5%,-10,-10%,?,?,1
N=C1c2c(cc(=O)n3c2[nH]c2ccccc23)CN1CCN1CCOCC1,1%,-2%,1%,-1%,-17,-4%,11%,9%,-1
Cc1nc2cc(NC(=O)NCc3ccc4c(c3)OCO4)ccc2o1,-4%,-18%,-5%,2%,9,i,0%,2%,-6
O=[N+]([O-])c1cccc(CSc2nc3ccccc3[nH]2)c1,2%,-8%,10%,-18%,-15,-42%[inhibitor],?,?,-9
Cc1ccc(S(=O)(=O)N2C[C@]3(O)C[C@@H]4C(=O)N(c5ccccc5)C(=O)[C@@H]4C[C@]3(OC(=O)NCC3CCCCC3)C2)cc1,3%,0%,-2%,4%,4,0%,6%,17%,1
CCN(CC)c1ccc2cc(-c3nc(-c4cc(OC)c(OC)c(OC)c4)no3)c(=O)oc2c1,44%,9%,nt,nt,nt,-23%,7%,nt,3
CC(C)(C)[C@H]1CCC(=O)N([C@H](CSc2ccccc2)Cc2ccccc2)CC1,6%,6%,5%,-8%,-3,-45%[inhibitor],?,?,1
COc1ccc(CN2CN(C3CCCC3)CSC2=S)cc1,-2%[0.307 µM],16µM*,0%,-4%,-6,-10%,3%[0.307 µM],2%,-4
CCOC(=O)c1c(C)[nH]c(C)c1C(=O)COC(=O)c1cc(OC)cc(OC)c1,9%,-10%,23%,1%,-20,-17%,-15%,?,-6
O=C(Cn1c(=O)[nH]c2ccsc2c1=O)NC1CCCCCC1,-3%,-15%,-6%,2%,19,-3%[57.5 µM],10%,-4%,17
COc1ccc(-c2csc(C(O)c3cccc(Cl)c3)n2)cn1 (stereo not drawn),5%,25µM*,-4%,28%,-24,-4%,?,-5%,-7
O=C(CCNC(=O)c1ccccc1Cl)NCCC1=CCCCC1,-2%,20%,0%,-1%,-1,i,-5%,0%,0
Cc1ccc(SCCC(=O)Nc2c(C)n(C)n(-c3ccccc3)c2=O)cc1,-13%,-6%,8%,-3%,12,-6%,-18%,13%,-5
O=c1[nH]cnc2c1C(c1ccccc1)c1c(nc[nH]c1=O)O2,-6%,-10%,0%,6%,-3,-18%,-20%,16%,-8
Cc1ccc(S(=O)(=O)/N=C2/NC(=O)/C(=C/c3cc([N+](=O)[O-])ccc3O)S2)cc1,24%,-11%,-1%,-1%,-5,?,2%,11%,6
CCOC(=O)c1cc2c(=O)n3ccccc3nc2n(CC2CCCO2)c1=NC(=O)c1ccc(C(C)(C)C)cc1 (stereo not drawn),11%,3%,nt,nt,nt,-1%,4%,6%,4
CCCCC1(C(=O)OCC)NC(c2ccc(O)cc2)C2C(=O)N(c3ccccc3)C(=O)C21 (stereo not drawn),2%,-13%,6%,8%,0,i,2%,-6%,5
COc1ccc2c(c1)CCc1cnoc1-2,2%,0%,-2%,15%,-16,2%,-3%,-20%,-10
CNC(=O)CN(C)S(=O)(=O)c1ccc(OC)c(Cl)c1,2%,9%,-4%,0%,-11,i,9%,24%,3
Cc1ccc(C)c(OCC(=O)NC(Cc2c[nH]c3ccccc23)C(=O)O)c1 (stereo not drawn),-1%,-21%,1%,-9%,3,-24%,5%,?,-8
Cc1ccc(OCCC(=O)OCC(=O)Nc2ccc(C)c(S(=O)(=O)N3CCOCC3)c2)cc1,23%,7%,-39%[inhibitor],0%,0,i,1%,-1%,0
C=CCNC(=S)/C(=C(\[O-])c1ccc(Cl)cc1)[n+]1ccccc1,16%,-18%[1.82 µM],0%,0%,-17,3%,0%,?,-5

Looked up above:
O=C(Cn1c(=O)[nH]c2ccsc2c1=O)NC1CCCCCC1 in D3 ag = 17
CCN(CC)C(=O)COc1ccc(/C=N/NC(=O)c2cc(-c3ccccc3OC)nc3ccccc23)cc1OC in KB-V1 MDR tox = -12%

Next part.
SMILES,GLP1R cytotox,TDP-43 yeast inh,GLP-1R agonist,aSyn yeast inh,DRD3 antagonist,PTHR1 agonist,GLP-1R inv ag,KB-V1 MDR tox,D3 ag
CCCOc1ccc(OCCOCCN2CCc3ccccc3C2)cc1,-6%,-13%,0%,5%,-70*,i,?,?,-3
CS(=O)(=O)c1ccccc1-c1nnc(NC(=O)CCS(=O)(=O)c2ccc(Cl)cc2)o1,-13%,17%,-3%,8%,7,i,12%,1%,1
CCc1ccc(NC(=O)C(C)Sc2ccc(S(=O)(=O)N3CCN(C)CC3)cn2)cc1 (stereo not drawn),5%,-8%,1%,2%,9,-19%,?,0%,-2
CCC(=O)c1ccc(OCC(=O)OCC(=O)NCCC2=CCCCC2)cc1,13%,-7%,3%,-3%,1,i,3%,24%,6
COc1ccc(CNC(=O)C(C)NCc2ccc(S(N)(=O)=O)cc2)cc1 (stereo not drawn),1%,-1%,6%,2%,5,-10%,2%,13%,9
C/C(=N\NC(N)=O)C1CC(CC(C)C)C(=O)O1 (stereo not drawn),-1%,-5%,3%,-3%,13,-12%,-10%,-14%,-2
O=C(NC1CCCCC1c1ccccc1)c1ccccc1 (stereo not drawn),-13%,2%,5%,9%,9,-54%,?,?,7
O=C(Nc1ccccc1O)c1ccc2c(c1)C(=O)N(N1C(=O)c3ccccc3C1=O)C2=O,-2%,4%,6%,-1%,-29,-16%,2%,8%,-5
O=C(OCc1ccccc1)C1CCN(S(=O)(=O)c2cccs2)CC1,3%,0%,-10%,-11%,9,i,-5%,0%,2
COc1cc(OC)cc(C(=O)NNC(=S)NCc2ccco2)c1,-1%,-23%[0.397 µM],13%,-13%,-2,-4%,2%,21%,-1
CN1C(=S)SC(C)(C)C1/[N+]([O-])=C/c1cccnc1 (stereo not drawn),-7%,6%,0%,-1%,9,i,-7%,0%,4
Cc1ccc2cc(NC(=O)C3(C)CCN3C(C)C)ccc2n1 (stereo not drawn),10%,18%,-4%,-10%,3,i,-28%,4%,-2
CCCCCCC1CC(/C(C)=N\NC(N)=O)OC1=O (stereo not drawn),-9%,26%,0%,11%,5,i,18%,-10%,2
CC(NC(=O)c1cccc(Nc2nc3ccccc3n3nnnc23)c1)c1ccccc1 (stereo not drawn),18%,-1%,nt,nt,nt,i,12%,?,-16
O=C(NCc1ccc2c(c1)OCO2)C1CC(=O)N(C2CCCCCCC2)C1 (stereo not drawn),8%,-6%,-5%,2%,-2,20%[57.5 µM],-8%,-4%,7
O=C(/C=C/c1cccs1)Nc1scc(-c2ccccc2)c1C(=O)O,-22%,-47%[inhibitor],-4%,14%,-16,-25%,?,-18%,-5
Cc1cccc(NS(=O)(=O)Cc2ccccc2)n1,-3%,-12%,4%,-11%,-23,0%,-3%,-5%,3
COCc1ccc(C(=O)NC2CCCc3c2cnn3-c2ccc(C)c(C)c2)o1 (stereo not drawn),-5%,?,-1%,1%,8,-26%,?,-17%,11
COc1nc(Nc2ccc(-c3nc4ccccc4o3)cc2)nc(N2CCOCC2)n1,-4%,-19%,-21%,-4%,0,-13%[57.5 µM],9%,0%,11
Cc1ccc(Cn2c(Sc3nnc(C)s3)nc3c2c(=O)[nH]c(=O)n3C)cc1,1%,7%,12%,?,16,i,41%[activator],2%,2
COc1ccccc1CN1CC(C(=O)N(C)CCCn2nc(C)cc2C)CCC1=O (stereo not drawn),0%,5%,-1%,-1%,0,i,-22%,12%,-1
O=C1c2ccccc2C(=O)N1CSc1ncccn1,4%,13%,5%,4%,0,i,2%,12%,6
CC1(C)CC(=O)C(C2C3=C(CC(C)(C)CC3=O)Oc3ccccc32)=C(O)C1 (stereo not drawn),-7%,2%,2%,7%,1,i,3%,-3%,4
COc1cc(C)nn1-c1ccc(Cl)cc1,-8%[0.307 µM],?,-9%,-7%,13,-5%,2%[0.307 µM],14%,-2
CC(=O)Nc1ccc(NC(=O)CSc2ccc3nnc(-c4cccnc4)n3n2)cc1,3%,-8%,-3%,-9%,2,i,7%,2%,1
Cc1sc(N/N=C/c2ccco2)nc1-c1ccccc1,4%,17%,3%,-2%,-3,-23%,-28%,-11%,1
